# Fam108B inh = Fam108B inhibition, counter-screen for RBBP9 inhibitors; inhibition, % at 9.51 µM; recombinant Fam108B, FP-Rh probe fluorescence polarization; AID 1947; 300,000 tested, 0.33% active;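 active = inhibition above the screen mean inhibition plus 3 SD, computed separately per campaign, cut at about 18% in these data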;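 also: inhibitors lower polarization as less probe binds the enzyme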
# BCLXL inh = inhibitors of human Bcl-xL | GST-Bcl-xL / FITC-Bim BH3 peptide fluorescence polarization | inhibition, % at 10.9 µM | 320,000 tested, 0.7% active | AID 2129;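 active = inhibition above the mean of all tested compounds plus 3 SD, cutoff set per campaign, cut at about 30% in these data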;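 also: 0% = DMSO wells and 100% = unlabeled Bim-BH3 peptide competitor; inhibitors lower millipolarization by displacing the labeled peptide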
# Target sequence (Q07817 whole entry, looked up): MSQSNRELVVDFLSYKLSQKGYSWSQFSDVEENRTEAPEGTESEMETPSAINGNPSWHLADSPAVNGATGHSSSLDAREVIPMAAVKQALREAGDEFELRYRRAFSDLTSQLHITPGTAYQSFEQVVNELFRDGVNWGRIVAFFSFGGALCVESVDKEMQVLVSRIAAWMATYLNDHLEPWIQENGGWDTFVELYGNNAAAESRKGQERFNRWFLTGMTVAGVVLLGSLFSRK
# MEX-5 binding = C. elegans MEX-5 TCR-2 RNA binding activity | activity score (negative = inhibition of binding), % at 10 µM | Q9XUB2 | MEX-5/FITC-TCR2 RNA binding, fluorescence polarization; hits give low values | 300,000 tested, 0.38% active | AID 1832;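 active = inhibition past about -25% in most replicates, and total fluorescence under double the plate's negative control median, limit read from the data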;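 also: 0% = DMSO and -100% = 5 µM competing unlabeled TCR2 RNA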
# MCL1 BIM primary = inhibitors of human MCL1 binding to BIM-BH3 peptide; Q07820; GST-MCL1 / FITC-Bim-BH3 fluorescence polarization; inhibition, % at 10.9 µM; 320,000 tested, 0.68% active; AID 2057;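 active = inhibition above the mean inhibition of all tested compounds plus 3 SD, set per campaign, cut at about 40% in these data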;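 also: 0% = DMSO wells and 100% = unlabeled Bim-BH3 peptide control; higher means more loss of mP so more displacement of Bim peptide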
# Target sequence (Q07820 whole entry, looked up): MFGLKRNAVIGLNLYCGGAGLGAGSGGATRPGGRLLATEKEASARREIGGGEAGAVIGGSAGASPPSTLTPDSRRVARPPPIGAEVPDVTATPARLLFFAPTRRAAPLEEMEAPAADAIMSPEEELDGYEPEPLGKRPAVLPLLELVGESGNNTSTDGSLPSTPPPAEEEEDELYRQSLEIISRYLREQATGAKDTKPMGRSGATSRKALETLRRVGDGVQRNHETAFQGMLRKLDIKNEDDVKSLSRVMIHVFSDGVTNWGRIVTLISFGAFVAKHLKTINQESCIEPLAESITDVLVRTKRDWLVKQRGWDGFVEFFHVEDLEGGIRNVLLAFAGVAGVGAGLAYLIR
# Efflux pump inh = blocks antifungal efflux pumps in multiplex yeast assay; S. cerevisiae Candida pump triplex, Nile Red efflux; inhibition, % at 10 µM; 330,000 tested, 0.44% active;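 active = plate passing quality check with inhibition over a set limit, or well fluorescence over plate mean plus 4 SD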;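 also: Nile Red retained in pooled yeast measured as flow cytometry median fluorescence; 0% = buffer negative control and 100% = Enniatin B positive control; higher means more Nile Red kept so more efflux inhibition; some compounds called inactive have numbers as strong as hits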
# GLD-1 RNA inh = GLD-1-TGE RNA interaction inhibition (C. elegans); AID 2280; inhibition, % at 5.96 µM; 320,000 tested, 0.44% active; purified GLD-1 + fluorescein TGE RNA, fluorescence polarization; Q17339;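 active = percent inhibition above a per-plate cutoff, the plate mean of test compounds plus 3 SD, cut at about 30% in these data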;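 also: 0% = DMSO wells with GLD-1 and probe and 100% = wells lacking GLD-1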
# GRK2 aptamer HTS = inhibitors of human GRK2 displacing RNA aptamer; 330,000 tested, 0.59% active; inhibition of aptamer binding, % at 10 µM; bead flow cytometry, FAM-aptamer displacement from GRK2; AID 488847; P25098;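 active = inhibition of aptamer binding above 40%, roughly 3 SD of noise, on plates passing a quality check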;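 also: median bead fluorescence of bound FAM aptamer so fluorescent compounds give negative values; no value below 0 was filed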
# VLA-4 inh = inhibition in a human VLA-4 binding assay | AID 2557 | 330,000 tested, 0.2% active | VLA-4 expressing cells, ligand binding flow cytometry | P13612 | inhibition, % (about 7 µM as worked out from the volumes in the protocol); in the data active = inhibition above about 50%
# PME-1 primary = blocks human protein phosphatase methylesterase 1 | Q9Y570 | recombinant PME-1, FP-Rh probe fluorescence polarization | inhibition, % at 5.9 µM | 320,000 tested, 0.53% active | AID 2130;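 active = inhibition above the campaign mean of all compounds plus 3 SD, cut at about 26% in these data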;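 also: competitive labeling of PME-1 active site by serine hydrolase directed probe; 0% = PME-1 with DMSO and 100% = wells lacking PME-1 enzyme; inhibitors block probe labeling so polarization falls and inhibition rises; many of its hits are not listed in these tables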
# Target sequence (Q9Y570 whole entry, looked up): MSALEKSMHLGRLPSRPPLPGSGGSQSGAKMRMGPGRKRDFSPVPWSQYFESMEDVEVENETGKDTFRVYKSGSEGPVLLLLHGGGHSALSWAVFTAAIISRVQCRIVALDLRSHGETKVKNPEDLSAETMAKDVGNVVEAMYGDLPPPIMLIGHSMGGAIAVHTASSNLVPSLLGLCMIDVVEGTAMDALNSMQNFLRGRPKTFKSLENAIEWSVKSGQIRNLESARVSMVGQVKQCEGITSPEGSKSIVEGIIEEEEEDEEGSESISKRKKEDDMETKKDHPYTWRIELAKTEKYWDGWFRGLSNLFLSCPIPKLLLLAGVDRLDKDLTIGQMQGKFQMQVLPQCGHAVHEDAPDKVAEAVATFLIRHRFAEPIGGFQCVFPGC
# Numbers without * were called inactive; x = not tested or not shown.
cpd	canonical_smiles	Fam108B inh	BCLXL inh	MEX-5 binding	MCL1 BIM primary	Efflux pump inh
1	O=C(CSc1nnc(-c2ccco2)o1)c1ccc[nH]1	4	5	-1.3	8	-0.2
2	O=C(O)CSCc1nc2scc(-c3ccccc3)c2c(=O)[nH]1	1	12	-1.0	2	0.3
3	Cc1nc(C)c(-c2nnc(-c3cccc(S(=O)(=O)N(C)C)c3)o2)cc1C(=O)NN	1	-2	-0.4	-5	0.0
4	CCn1c(CCC(=O)N(C)CC(=O)Nc2cccc(F)c2)nc2cc(S(=O)(=O)N(C)C)ccc21	7	-19	0.3	-19	-0.1
5	COc1cccc2cc(C(=O)NC3CC(C)(C)NC(C)(C)C3)c(=O)oc12	-6	4	-1.6	2	0.0
6	CCCCC(c1nnnn1CS(=O)(=O)c1ccc(C)cc1)N1CCN(c2ccccc2)CC1 (stereo not given)	0	2	-1.0	3	0.2
7	O=C(c1nc2n(n1)C(c1ccc(Cl)cc1)C=C(c1ccccc1)N2)N1CCOCC1 (stereo not given)	5	65*	-16	75*	0.1
8	O=C(N/N=C/c1oc(O)c2ccccc12)c1ccccc1	2	3	-0.1	2	0.0

cpd	GLD-1 RNA inh	GRK2 aptamer HTS	VLA-4 inh	PME-1 primary
1	8	4	15	0
2	-4	0	5	2
3	2	2	4	-2
4	3	5	-1	8
5	1	0	-22	-7
6	21	2	9	2
7	48*	0	-48	5
8	3	0	-36	1

# Further structures follow:
cpd	canonical_smiles	Fam108B inh	BCLXL inh	MEX-5 binding	MCL1 BIM primary	Efflux pump inh
9	CC(=O)Nc1ccc(NC2CCCCC2NS(=O)(=O)c2ccc(Cl)cc2)cc1 (stereo not given)	-2	0	-0.3	2	0.0
10	COc1cccc(C(=O)C[n+]2cccc3cc(OC)ccc32)c1	x	9	x	4	-0.1
11	COc1ccc(NC(=O)NC(C)c2ccc3c(c2)OCO3)c(OC)c1 (stereo not given)	-5	6	-4.7	1	1.3
12	CC(=O)Nc1ccc(NC(=O)CSc2ccc([N+](=O)[O-])cn2)cc1	-4	0	3.0	-5	0.1
13	CC(=O)N1CC(C)Sc2ccc(S(=O)(=O)NC(C)c3ccccc3)cc21 (stereo not given)	1	8	-0.6	4	0.1
14	CC(=O)N1CCc2cc(Br)cc(S(=O)(=O)N3CCN(c4ccccn4)CC3)c21	1	2	0.8	0	0.0
15	CCCCOC(=O)c1ccc(NC(=S)NC(=O)c2ccco2)cc1	-5	-4	0.7	1	0.0
16	COc1ccccc1OCC(=O)NNC(=O)Nc1ccccc1	-1	0	x	1	0.2

cpd	GLD-1 RNA inh	GRK2 aptamer HTS	VLA-4 inh	PME-1 primary
9	2	0	5	8
10	-33	0	-164	0
11	-4	0	-8	-1
12	4	4	4	-13
13	4	0	22	3
14	1	0	9	-3
15	10	15	-4	-3
16	-1	2	8	5

# (list continues)
cpd	canonical_smiles	Fam108B inh	BCLXL inh	MEX-5 binding	MCL1 BIM primary	Efflux pump inh
17	O=C(CN1CCN(C(=O)c2cccc(S(=O)(=O)N3CCCC3)c2)CC1)Nc1ccc(F)cc1	x	-8	x	-12	0.2
18	Cc1cc(OC(C)C(=O)NCCCn2ccnc2)c2c(C)cc(=O)oc2c1 (stereo not given)	5	4	0.1	2	0.1
19	C/C(CC(=O)Nc1c(C)cc(C)cc1C)=N\NC(=O)Cc1ccccc1	-1	-4	1.0	0	-0.1
20	N#CC(C#N)=C1NC2(CCCCC2)Cc2ccccc21	0	4	0.3	6	0.0
21	COc1cc(-c2nc3cc(C)ccn3c2NC2CCCCC2)ccc1-c1ccc(C(C)=O)cc1	8	-3	3.1	-8	0.1
22	O=C(O)CSCNC(=O)C12CC3CC(CC(C3)C1)C2	-3	-1	0.1	-1	0.1
23	CC(C)NC(=S)N/N=C/c1ccc(C(C)(C)C)cc1	-4	3	1.9	0	0.2
24	O=C(COc1ccccc1)Nc1cccc2c1CCCC2	6	6	-0.1	6	0.1

cpd	GLD-1 RNA inh	GRK2 aptamer HTS	VLA-4 inh	PME-1 primary
17	8	0	10	3
18	-5	1	0	1
19	2	1	-1	-4
20	1	0	12	7
21	0	0	-51	1
22	1	2	6	0
23	3	2	21	1
24	3	0	4	6

# (list continues)
cpd	canonical_smiles	Fam108B inh	BCLXL inh	MEX-5 binding	MCL1 BIM primary	Efflux pump inh
25	O=S(=O)(c1ccc(F)cc1)N1CCN(S(=O)(=O)c2ccc3c(c2)OCCO3)CC1	x	x	x	x	-0.3
26	COc1ccc(Cl)cc1NC(=O)COC(=O)c1ccc(C)o1	x	12	x	7	-0.1
27	O=C1CN(c2ccc(Cl)cc2)C(=O)CN1NC(=S)Nc1ccc(Cl)cc1	-1	3	1.0	7	-0.1
28	COc1cc(CN2CCN(C(=O)c3ccccc3F)CC2)cc(OC)c1OC	x	x	-2.6	x	0.0
29	CC(C)(C)OC1NS(=O)(=O)OCC1NCOC(Cl)(Cl)Cl (stereo not given)	6	12	0.7	12	0.0
30	CC(=O)c1nc2ccccc2n1S(=O)(=O)c1ccc(C)cc1	-2	10	0.3	-1	-0.2
31	COc1ccc(C)cc1C(=O)CCC(=O)Nc1ccccc1N1CCOCC1	1	-3	0.3	-6	0.1
32	CCOc1cc(C(=O)NCc2ccc(C)cc2)ccc1OCC(=O)N1CCOCC1	-1	-8	2.1	-11	0.0

cpd	GLD-1 RNA inh	GRK2 aptamer HTS	VLA-4 inh	PME-1 primary
25	3	0	-11	x
26	1	6	-10	-4
27	1	2	1	1
28	x	0	9	x
29	5	2	0	-1
30	3	0	2	0
31	-4	1	-10	-6
32	4	0	-8	-2

# (further entries)
cpd	canonical_smiles	Fam108B inh	BCLXL inh	MEX-5 binding	MCL1 BIM primary	Efflux pump inh
33	CC1=C(C(=O)OCc2ccccc2)C(/C=C/c2ccccc2)NC(=S)N1 (stereo not given)	-6	3	1.8	1	0.7
34	CCOC(=O)C1CCN(C(=O)c2cc3cc(Br)ccc3oc2=O)CC1	0	3	0.9	9	0.1
35	COc1cccc(OC)c1C(=O)Nc1sc2c(c1C(N)=O)CCCC2	1	4	-0.7	3	-0.2
36	CN(C(=O)COC(=O)c1cc(=O)[nH]c2ccccc12)c1c(N)n(Cc2ccccc2)c(=O)[nH]c1=O	-1	2	-0.2	3	-0.1
37	COc1ccc(C)cc1Nc1cc(C)nc2nc(C)nn12	1	2	-4.2	4	0.0
38	COc1ccc(N(CC(=O)Nc2ccccc2C(=O)N2CCCC2)S(=O)(=O)c2ccccc2)cc1	-2	4	-2.3	0	0.0
39	CC(C)(C)NC(=O)CN(Cc1cccs1)C(=O)CN1C(=O)C(=O)c2ccccc21	6	8	-1.7	6	0.2
40	COc1ccc(CN(C(=S)Nc2ccccc2)C2CC(=O)N(c3ccc(Cl)cc3)C2=O)cc1 (stereo not given)	-6	-1	1.5	1	0.1

cpd	GLD-1 RNA inh	GRK2 aptamer HTS	VLA-4 inh	PME-1 primary
33	2	1	25	-9
34	-9	0	4	-8
35	5	2	1	3
36	-3	0	21	2
37	7	0	-6	-1
38	4	5	3	6
39	-4	0	6	0
40	12	2	4	-17

# The list goes on.
cpd	canonical_smiles	Fam108B inh	BCLXL inh	MEX-5 binding	MCL1 BIM primary	Efflux pump inh
41	N#Cc1cc2c(nc1SCC1COc3ccccc3O1)CCC2 (stereo not given)	-2	7	1.6	6	0.0
42	COC(=O)C(C)(C)ONC(=O)Nc1ccccc1	0	-5	-1.4	-1	0.9
43	Cc1ccc(S(=O)(=O)Nc2ncc(C(F)(F)F)cc2Cl)cc1	-1	6	-2.7	10	0.0
44	O=C(/C=C/c1cccc(F)c1)N1CCN(c2ccccn2)CC1	1	6	1.7	8	-0.1
45	O=C(CSc1nnc2c3ccccc3c3ccccc3c2n1)Nc1ccccc1	-10	22	-3.7	14	0.2
46	Nc1nc(SCc2nnc(SCC(=O)O)n2-c2ccccc2)nc2sc3c(c12)CCCC3	1	5	-0.7	3	0.1
47	O=C(/C=C/c1ccccc1)OCc1cnc(Cl)s1	-2	-6	-0.9	-2	0.2
48	COc1ccccc1CNC(=O)c1cn(C)c(=O)c2cc(OC)c(OC)cc12	1	9	1.5	4	-0.2

cpd	GLD-1 RNA inh	GRK2 aptamer HTS	VLA-4 inh	PME-1 primary
41	-2	0	4	-1
42	-2	0	-4	-1
43	2	3	6	7
44	-4	0	6	2
45	11	7	3	-9
46	8	3	9	-2
47	-3	0	2	5
48	6	0	1	-1

# Carrying on.
cpd	canonical_smiles	Fam108B inh	BCLXL inh	MEX-5 binding	MCL1 BIM primary	Efflux pump inh
49	CCSc1nc2sc3c(c2c(=O)n1CC)CCC3	x	x	2.2	x	-0.1
50	N/C(=N\OC(=O)COc1cc(Cl)c(Cl)cc1Cl)c1ccccn1	2	8	0.2	8	0.0
51	O=C1CC(c2ccsc2)Sc2ccccc2N1 (stereo not given)	3	5	4.9	0	-0.2
52	Brc1ccccc1-c1nnc2sc(Cc3ccccc3)nn12	1	7	0.0	3	-0.1
53	COc1cc(OC)c(N2CC(C(=O)NCCC3=CCCCC3)CC2=O)cc1Cl (stereo not given)	x	5	x	5	0.1
54	CCOc1ccc(-c2noc(=O)[nH]2)cc1	3	5	0.1	7	-0.1
55	COc1ccc(NC(=O)c2c(-c3c(Cl)cccc3Cl)noc2C)c(OC)c1	5	-12	2.0	-15	-0.1
56	CC(NC(=O)OCc1ccccc1)C(=O)NCC1CCCO1 (stereo not given)	3	5	-0.1	7	-0.1

cpd	GLD-1 RNA inh	GRK2 aptamer HTS	VLA-4 inh	PME-1 primary
49	x	3	-9	x
50	2	4	9	-3
51	9	2	-7	-1
52	0	4	4	8
53	0	2	9	0
54	1	1	-1	2
55	4	0	12	-4
56	3	0	-1	0

# Additional results
cpd	canonical_smiles	Fam108B inh	BCLXL inh	MEX-5 binding	MCL1 BIM primary	Efflux pump inh
57	C/C(=N\NC(=O)c1ccc(NS(=O)(=O)c2cccs2)cc1)c1ccc2c(c1)OCO2	4	-2	-0.6	0	0.4
58	O=S(=O)(NNC(=S)Nc1ccc(S(=O)(=O)Nc2ncccn2)cc1)c1ccc(Br)cc1	-1	2	-99*	-2	-0.1
59	COc1cc(/C=C2/C(=O)N(c3ccc([N+](=O)[O-])cc3)N=C2N2CCOCC2)ccc1O	8	1	4.9	8	-0.2
60	O=C(NCC1(N2CCCCC2)CCCCC1)c1cccc(S(=O)(=O)Nc2ccc(F)cc2)c1	x	-3	x	-6	-0.1
61	COC(=O)C(C(=O)OC)C(CC(=O)c1ccc(C)cc1)c1cc(OC)c(OC)c(OC)c1 (stereo not given)	-2	6	1.4	3	-0.3
62	CC(=O)c1ccc(C(=O)Nc2nnc(-c3ccc(Cl)cc3)o2)cc1	2	4	-1.8	6	0.2
63	COc1ccc(-c2nc3n(n2)C(c2ccccc2)C2=C(CCCC2=O)N3)cc1OC (stereo not given)	1	0	0.6	1	0.0
64	Fc1ccccc1NC(=S)N(CCCN1CCOCC1)Cc1cccnc1	-5	3	0.2	6	0.2

cpd	GLD-1 RNA inh	GRK2 aptamer HTS	VLA-4 inh	PME-1 primary
57	0	1	0	1
58	0	10	-4	3
59	-3	1	3	24
60	4	2	17	9
61	11	0	-16	2
62	0	0	32	6
63	-4	6	16	0
64	-6	1	5	-8

# Only part of the results is shown, so the mix of outcomes need not match the whole.
